Source: PubChem BioAssay (National Center for Advancing Translational Sciences (NCATS))
PTHR1 ag: agonists of human PTHR1 parathyroid hormone receptor | Q03431 | hit rate 0.075% among 410,000 | Potency, µM (doses to about 115 µM), without a hit: at the highest dose activation, hits mostly activators | HEK293 GP2 PTHR1 cells, GloSensor cAMP luminescence, 1 h; also: potency is read from the fitted curve at half-maximal effect; nearly all actives have a fitted effect of over 55% in size; some results filed as inactive show a strong effect at the top dose; inactives centre near -15; many of its hits are not listed in these tables
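HEK-293-derived GP2 cells expressing PTHR1 and a GloSensor cAMP reporter, 3,000/well, plated overnight, given luciferin plus IBMX (each 0.5 mM as added) for 1 h at 37 °C, then compound for 1 h at 37 °C. Luminescence was read after 15 min at room temperature.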
Mm-Cpn inhibitor: inhibitors of Methanococcus maripaludis chaperonin (MmCpn). purified Mm-Cpn ATPase, ADP Transcreener TR-FRET. Potency, µM (top dose mostly 76.9 µM), for the others: top-dose activity, negative = inhibition, most hits filed as inhibitors. hit rate 0.031% among 330,000. AID 504842; also: potency is read from the fitted curve at half-maximal effect; % is scaled to controls: 0 for no effect and ±100 for the full control effect; nearly all actives have a fitted effect of over 80% in size
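Compound-treated chaperonin, 25 nM final, turns over 10 uM ATP at 37°C for 30 min following a 10 min preincubation; ADP generated competes with ADP-d2 for Eu-cryptate antibody, lowering FRET.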
EPAC2 antagonist: antagonists of human EPAC2; Potency, µM (doses to about 114 µM), for the others: at the top dose activity, negative = inhibition, usual class: inhibitors; AID 720708; EPAC2 GEF exchange of Rap1B-BODIPY-GDP, fluorescence; Q8WZA2; hit rate 0.18% among 360,000; also: potency is read from the fitted curve at half-maximal effect; % is scaled to controls: 0 for no effect and ±100 for the full control effect; nearly all actives have a fitted effect of over 45% in size; many of its hits are not listed in these tables
Target sequence (Q8WZA2 whole entry, looked up): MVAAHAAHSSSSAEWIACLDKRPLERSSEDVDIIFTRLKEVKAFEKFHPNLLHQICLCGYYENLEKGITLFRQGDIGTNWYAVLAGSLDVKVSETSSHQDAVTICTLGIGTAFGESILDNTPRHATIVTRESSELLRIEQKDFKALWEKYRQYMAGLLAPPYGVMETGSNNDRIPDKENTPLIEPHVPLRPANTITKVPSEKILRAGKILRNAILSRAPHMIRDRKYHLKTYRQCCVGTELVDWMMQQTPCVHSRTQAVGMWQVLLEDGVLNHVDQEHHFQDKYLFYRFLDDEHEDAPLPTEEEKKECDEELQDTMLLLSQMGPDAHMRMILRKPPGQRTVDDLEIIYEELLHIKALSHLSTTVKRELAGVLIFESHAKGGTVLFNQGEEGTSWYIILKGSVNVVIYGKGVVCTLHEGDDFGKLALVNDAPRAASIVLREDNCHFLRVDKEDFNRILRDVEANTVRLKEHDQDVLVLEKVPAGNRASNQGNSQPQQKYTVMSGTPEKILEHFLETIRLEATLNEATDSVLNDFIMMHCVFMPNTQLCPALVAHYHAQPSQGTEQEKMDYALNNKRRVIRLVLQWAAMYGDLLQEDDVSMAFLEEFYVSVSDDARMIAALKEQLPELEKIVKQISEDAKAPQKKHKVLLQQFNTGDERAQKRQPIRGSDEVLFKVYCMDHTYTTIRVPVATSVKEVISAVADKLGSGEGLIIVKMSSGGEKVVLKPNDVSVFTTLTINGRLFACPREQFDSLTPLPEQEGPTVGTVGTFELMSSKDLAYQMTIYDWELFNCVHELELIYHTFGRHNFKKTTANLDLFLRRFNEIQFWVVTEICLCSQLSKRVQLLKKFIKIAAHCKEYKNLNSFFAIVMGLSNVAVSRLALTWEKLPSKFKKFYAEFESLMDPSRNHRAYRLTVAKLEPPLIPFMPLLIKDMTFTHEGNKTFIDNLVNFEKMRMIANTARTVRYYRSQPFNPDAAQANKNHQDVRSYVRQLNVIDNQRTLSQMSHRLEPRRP
DRD3 agonist: agonists of human D3 dopamine receptor; P35462; hit rate 0.58% among 410,000; max activation, %; D3R DiscoveRx beta-arrestin cells, luminescence, 90 min; in the data active = max activation above about 30%; also: 0% is about no effect; mostly tested at two doses, the higher about 12 µM
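Agonist mode: compounds and dopamine controls were applied to plated cells for 90 min at 37 degrees C after an overnight attachment at 1500 cells/well. Luminescent read-out followed 30 - 60 minutes at room temperature with DiscoveRx detection reagent.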
EPAC2 agonist: EPAC2 (human) agonism; Potency, µM (top dose mostly 154 µM), for the others: at the highest dose activation, actives largely listed as activators; AID 720711; EPAC2 activation, biochemical qHTS; response scale: 100% = 6.5 mM cAMP response; hit rate 0.079% among 360,000; Q8WZA2; also: potency is read from the fitted curve at half-maximal effect; nearly all actives have a fitted effect of over 50% in size
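In this primary screen, activation is scored as increased exchange of BODIPY-GDP from Rap1B by 100 nM EPAC2, with 50 uM GDP as competitor. Signal is normalized to the 6.5 mM cAMP agonist control.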
CCT modulator: cytosolic chaperonin activity modulation; purified chaperonin ATPase assay, HTRF ADP detection, 30 min; activity change, % (no concentration beside the values), hits read low; hit rate 0.3% among 360,000; AID 651819; in the data active = activity change below about -30%; also: % is scaled to controls: 0 for no effect and ±100 for the full control effect
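ATPase activity: ADP formed was measured by HTRF Transcreener (665/615 nm ratio) after 30 min at 37 deg C with 10 uM ATP. Compounds screened at one 76 uM concentration against 40 or 20 nM TRiC in Tris pH 7.4/KCl/MgCl2/DTT buffer.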
Akt phos inh: inhibitors of Akt phosphorylation; activity change, % for hits at 50 µM; Neuro2A IGF-stimulated pAkt S473 HTRF, 20 min; hits give low values; hit rate 0.32% among 360,000; in the data active = activity change below about -80%; inconclusive = mostly about -51% to -80%; also: % is scaled to controls: 0 for no effect and ±100 for the full control effect
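Neuro2A cells (4,500/well, DMEM with 0.5% FBS) were treated with compound at a single 50 µM final concentration, stimulated with 6 nM IGF for 20 min at 37 °C, and lysed. Phospho-Akt Ser473 was read by HTRF as 665/615 ratio ×10^4.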
DRD3 antagonist: D3 dopamine receptor (human) antagonism; AID 652054; D3R cells, DiscoveRx beta-arrestin luminescence, antagonist mode; hits give low values; hit rate 2.5% among 360,000; max response, negative = inhibition, %; in the data active = max response below about -50%; inconclusive = no clear call, values can overlap the other calls; also: % is scaled to controls: 0 for no effect and ±100 for the full control effect; mostly tested at two doses, the higher about 12 µM
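Cells plated overnight at 1500 cells/well, then exposed to library compounds with dopamine controls for 90 minutes at 37 degrees C. DiscoveRx reagent added for 30–60 minutes at room temperature; luminescence read, quantitative HTS format.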
Starred values were filed as active, the others as inactive; i = inactive; ? = inconclusive; nt = no result given; [ ] = remark or other dose. Unless noted, calls follow the shape of the dose curve; as a rule, active = well fitted curve in the direction sought with a large enough effect; inconclusive = small, poorly fitted or top-dose-only effect, or another doubt; inactive = no such curve, though single readings can be large; an effect the other way counts as inactive or inconclusive.

SMILES	PTHR1 ag	Mm-Cpn inhibitor	EPAC2 antagonist	DRD3 agonist	EPAC2 agonist	CCT modulator	Akt phos inh	DRD3 antagonist
O=C(c1ccoc1)N1CCN(c2cc(-c3ccncc3)nc3cc(-c4cccc(Cl)c4)nn23)CC1	-16%	nt	-4%	12	-2%	-0.4	i	27
C=CCn1c(SCC(=O)NCc2ccccc2)nnc1-c1cc(Br)ccc1O	i	1%	-4%	0	-5%	-2.4	i	-18
COC(=O)c1ccc(CSc2nc3sc(C)c(C)c3c(=O)[nH]2)cc1	i	0%	-3%	5	2%	-2.2	i	-7
COC(=O)c1ccc(-n2ccnc2)cc1	i	-2%	5%	1	10%	-0.4	i	-4
CC(CCc1ccccc1)NC(=O)/C=C/c1ccccc1 (stereo not drawn)	-33%[inhibitor]	2%	-3%	-12	18%	2.3	i	0
COc1ccc(NC(=O)Nc2c(C)n(-c3ccccc3)c(=O)n2C)cc1OC	-25%[57.5 µM]	-3%	2%	1	2%	-1.9	i	-11
COc1ccc(N2CCN(C(CNS(=O)(=O)c3ccccc3)c3ccccc3)CC2)cc1 (stereo not drawn)	i	-1%	-8%	1	10%	-0.5	i	1
O=C(CN(Cc1ccco1)S(=O)(=O)c1ccccc1)N/N=C/c1ccccc1C(=O)O	-10%	0%	8%	-2	12%	-1.3	i	-19
O=C1C(Cl)=C(N2CCOCC2)C(=O)N1c1ccccc1	-1%[57.5 µM]	1%	0%	-10	0%	-1.5	i	21
COc1ccccc1CCNC(=O)CSCC(=O)Nc1ccccc1F	i	nt	2%	-1	6%	0.3	i	-15
CCOc1ccccc1CN1CCC(O)CC1	i	-4%	-4%	7	6%	-0.5	nt	?
N#C/C(=C\c1c(Cl)cccc1Cl)c1nc2ccccc2o1	-7%	1%	-7%	-19	13%	0.1	i	?
CCc1ccc(OCc2nc(-c3ccccn3)no2)c(Br)c1	-33%	2%	-7%	-11	29%	-1.6	i	-18
CCCn1nc(C(=O)N(C)CC(=O)Nc2ccc(OCC)c(OCC)c2)c2ccccc2c1=O	i	1%	-7%	-2	-1%	0.1	i	15
O=C(Oc1cc(=O)oc2ccccc12)c1ccco1	-23%[57.5 µM]	-1%	13%	2	-1%	1.5	i	16
Cc1c(Cl)cccc1NC(=O)CSC(N)=O	i	0%	4%	2	-8%	-0.8	i	-12
CSC(C(=O)c1cc2ccccc2o1)c1ccccc1 (stereo not drawn)	-45%[inhibitor]	-1%	?	3	5%	0.7	i	3
Cc1ccc(NC(=O)c2c(C)nc3ccccn23)cc1C	-13%	-4%	3%	-7	9%	-2.1	i	0
Cc1ccc(S(=O)(=O)C(C#N)=C2N(C)c3ccccc3N2C)cc1	-19%	-2%	28%	-2	10%	-1.2	i	-1
CCOC(=O)c1c(C)[nH]c(C)c1S(=O)(=O)N(C)CC(=O)Nc1ccccc1	-27%	1%	-5%	2	3%	-2.7	nt	16

Structures shown so far containing an NH in an aromatic ring:
SMILES	PTHR1 ag	Mm-Cpn inhibitor	EPAC2 antagonist	DRD3 agonist	EPAC2 agonist	CCT modulator	Akt phos inh	DRD3 antagonist
COC(=O)c1ccc(CSc2nc3sc(C)c(C)c3c(=O)[nH]2)cc1	i	0%	-3%	5	2%	-2.2	i	-7
CCOC(=O)c1c(C)[nH]c(C)c1S(=O)(=O)N(C)CC(=O)Nc1ccccc1	-27%	1%	-5%	2	3%	-2.7	nt	16

More records follow:
SMILES	PTHR1 ag	Mm-Cpn inhibitor	EPAC2 antagonist	DRD3 agonist	EPAC2 agonist	CCT modulator	Akt phos inh	DRD3 antagonist
Cc1cccc(OCc2nnc(SCC(=O)O)n2-c2ccccc2)c1	-9%	0%	10%	3	16%	-2.1	i	5
CCN1CCN(C(c2ccccc2)c2sc3nc(C)nn3c2O)CC1 (stereo not drawn)	-20%	-1%	6%	-3	-2%	0.4	i	-1
CN(Cc1ccccn1)C(=O)c1cc(COc2ccc(F)c(F)c2)on1	-42%[inhibitor]	nt	-5%	3	11%	0.1	i	3
COc1ccc(OC)c(NS(=O)(=O)c2ccc(NC(=O)c3ccc(NS(C)(=O)=O)cc3)cc2)c1	-30%[inhibitor]	1%	-2%	2	5%	2.0	i	1
CN(Cc1ccccc1)C1CCCN(C(=O)c2ccc(Cl)s2)C1 (stereo not drawn)	i	-2%	-2%	-12	5%	-4.0	i	-82*
COc1ccc(C(C)=O)cc1CSc1ncccn1	i	1%	-15%	-6	5%	1.9	i	11
COc1ccccc1CNc1n[nH]c(NCc2ccccc2OC)n1	-10%	0%	-4%	0	1%	0.5	i	4
CC(=O)Nc1ccc(NC(=O)CSc2ncnn2-c2ccccc2)cc1	i	2%	4%	0	-7%	-1.0	i	10
COCc1cccc(-c2csc(C(O)c3ccc(OC)cc3)n2)c1 (stereo not drawn)	-17%	nt	1%	10	14%	2.2	i	13
COC(=O)c1sccc1NC(=S)N1CCC(C)CC1	-4%[57.5 µM]	-1%	-1%	2	11%	0.4	i	-20
CCOC(=O)c1sc2nc(SCC#N)n(CC3CCCO3)c(=O)c2c1C (stereo not drawn)	-63%[inhibitor]	-1%	1%	8	-1%	-2.6	i	15
O=C(O)c1cc(NS(=O)(=O)c2ccc(N3CCOCC3)c([N+](=O)[O-])c2)cc(C(=O)O)c1	-10%	0%	-10%	-10	2%	-0.1	i	?
Cc1cc([N+](=O)[O-])nn1CC(=O)NNC(=S)Nc1ccc([N+](=O)[O-])cc1	-11%[57.5 µM]	0%	0%	-3	-15%	-1.6	i	-10
CCNC(=O)C1CCCN(C(=O)c2ccc(OC(F)F)cc2)CC1 (stereo not drawn)	-23%	nt	6%	-1	2%	0.9	i	0
Cc1ccccc1NC(=O)c1cc(S(=O)(=O)N2CCCCC2)cs1	-13%	-1%	0%	0	14%	-0.6	i	7
Cc1ccc(S(=O)(=O)NC(=O)Nc2ccccc2)cc1	-26%	-2%	-20%	0	-4%	-0.3	i	14
O=C(/C=C/c1ccccc1)NCCC1=CCCCC1	i	0%	-9%	-1	7%	0.8	i	2
COc1ccccc1NS(=O)(=O)c1cc(NC(=O)c2cc[n+]([O-])cc2)ccc1N1CCCC1	-17%	1%	-27%	-1	5%	0.7	i	-1
Cc1ccc(Cn2c(N3CCCCCC3)nc3c2c(=O)[nH]c(=O)n3C)cc1	-17%	0%	2%	5	-21%	-0.5	i	26
CN(C)/C=C/C(=O)C(F)(F)F	i	0%	11%	5	3%	-2.7	i	2

One compound at a time, from the list above:
CCOC(=O)c1sc2nc(SCC#N)n(CC3CCCO3)c(=O)c2c1C (stereo not drawn) is listed as PTHR1 ag = -63%[inhibitor]; Mm-Cpn inhibitor = -1%; EPAC2 antagonist = 1%; DRD3 agonist = 8; EPAC2 agonist = -1%; CCT modulator = -2.6; Akt phos inh = i; DRD3 antagonist = 15
CCNC(=O)C1CCCN(C(=O)c2ccc(OC(F)F)cc2)CC1 (stereo not drawn) is listed as PTHR1 ag = -23%; Mm-Cpn inhibitor = nt; EPAC2 antagonist = 6%; DRD3 agonist = -1; EPAC2 agonist = 2%; CCT modulator = 0.9; Akt phos inh = i; DRD3 antagonist = 0

Going on with the list.
SMILES	PTHR1 ag	Mm-Cpn inhibitor	EPAC2 antagonist	DRD3 agonist	EPAC2 agonist	CCT modulator	Akt phos inh	DRD3 antagonist
CN(C(=O)COC(=O)C1c2ccccc2Oc2ccccc21)C1CCS(=O)(=O)C1 (stereo not drawn)	-1%	0%	1%	-3	-2%	1.3	i	14
O=C(NCCn1ccc2ccccc21)c1ccc2c(c1)OCO2	-79%[inhibitor]	-3%	16%	-3	0%	-0.7	i	-14
CCN(CC)C(=O)c1cnn(-c2ccccc2)c1NC(=O)c1cccc(F)c1	-19%	0%	2%	-1	6%	2.9	i	2
O=C(COC(=O)c1cccc(C(=O)OCC(=O)c2ccc(Br)cc2)n1)c1ccc(Br)cc1	5%	0%	-9%	-1	3%	0.3	i	9
CC(C)C1CC(CCNCc2ccc(N(C)C)cc2)(c2ccccc2)CCO1 (stereo not drawn)	-19%	6%	-7%	-20	-1%	1.1	i	-29
Cc1ccc(S(=O)(=O)N(CC(=O)NCC2CCCO2)C2CCCCC2)cc1 (stereo not drawn)	-6%	0%	?	-3	0%	-1.0	i	-1
CCOc1ccc(S(=O)(=O)NCC(=O)OCc2nnc(-c3ccccc3)o2)cc1	-15%	1%	1%	1	7%	0.7	i	2
NC(=O)C1CCN(CC(=O)Nc2ccccn2)CC1	-18%[57.5 µM]	-1%	-1%	-1	4%	-2.0	i	6
COc1ccc(/C=C2\SC(=NCc3ccccc3)NC2=O)cc1	i	0%	1%	-8	-1%	-0.6	i	-7
CC1CCCC(C)N1C(=O)COC(=O)c1ccc(O)cc1 (stereo not drawn)	-29%	2%	17%	5	4%	0.7	i	-2
COc1ccc(C)cc1NC(=O)CSc1nnc(COc2ccc(C)cc2)n1Cc1ccco1	-16%	0%	-14%	4	5%	1.2	i	3
CC(C)CCn1c(=O)c2ccccc2n2c(CCC(=O)NC3CCN(Cc4ccccc4)CC3)nnc12	i	0%	-1%	-9	1%	1.5	i	23
CC1CCN(S(=O)(=O)c2ccc3c(c2)C(Cl)(Cl)C(=O)N3)CC1	-40%[inhibitor]	nt	-16%	-6	-8%	1.1	i	-70*
O=C(CSc1nnc(CNC(=O)c2cccs2)o1)Nc1ccc(Br)cc1	-5%	0%	7%	-3	11%	-1.8	i	-4
O=C(NCc1ccco1)c1cnc2n(c1=O)CCS2	-10%[57.5 µM]	1%	11%	2	4%	1.0	i	-12
CCCCC(OC(=O)c1ccco1)C(=O)NCc1ccc(C)cc1 (stereo not drawn)	-18%	0%	-7%	8	-7%	-2.5	i	0
O=C1/C(=C/c2cccs2)N=C(c2cccs2)N1Nc1ccccc1	i	2%	-13%	-13	28%	-0.2	i	0
Cc1ccc(-n2c(C)cc(/C=N/Nc3ccc([N+](=O)[O-])cn3)c2C)c(C)c1	i	-1%	9%	-21	7%	-1.2	i	-30
CC(C)C[C@H](NC(=O)c1nc[nH]c1C(=O)N1CCN(c2ccccc2)CC1)C(=O)OCc1ccccc1	i	-7%	-19%	16	10%	-1.1	i	0

This is a subset. The share of hits here may be higher or lower than overall.
